Tau filament bind = tau filament binding; P10636; recombinant tau filaments, thioflavin S fluorescence, 15 h; filaments grown with octadecylsulfate alongside compound; Potency, µM (doses to about 57.1 µM), for the others: top-dose activity change, negative = inhibition; 2% of 71,000 active; AID 596;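 note: potency is the fitted concentration of half-maximal effect; % is set by controls: 0 for no effect and ±100 for the full control effect; actives lower thioflavin S fluorescence by blocking filaments or displacing dye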
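His-tagged recombinant human tau (exons 2, 3, 10; 1 uM final) fibrillized with 30 uM sodium octadecylsulfate, 15 h at 37 C, in pH 7.4 HEPES buffer with 10 uM thioflavine S and 5 mM DTT. Reduced ThS fluorescence (450/510 nm) marks activity.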
HEK293 cAMP ctrl = parental HEK293 cAMP activation (counter-screen). Potency, µM (doses to about 57.1 µM), for the others: at the highest dose activation, actives largely listed as activators. parental HEK293 CNG cAMP sensor, membrane potential fluorescence. 2.5% of 73,000 active; note: potency is the fitted concentration of half-maximal effect; % of control where 0% means no effect; nearly all actives have a fitted effect of over 55% in size
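Parental HEK 293 cells stably expressing a modified CNG channel (no TSHR) report cAMP rise as membrane depolarization. Membrane potential dye with 100 uM RO 20-1724 was loaded for 60 min at room temperature, then compound added for 30 min; fluorescence read at 590 nm.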
Fluorescein autfl = fluorescein region autofluorescence | Compound autofluorescence, 480/540 nm, fluorescein-equivalent; stronger effect = higher value | max fluorescein-equivalent concentration, M | 0.91% of 59,000 active; in the data active = max fluorescein-equivalent concentration above about 10 nM; inconclusive = between about 1.1 nM and that limit
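First, buffer (100 mM Tris, pH 8.0) dispensed; second, compounds and fluorescein standards pinned in; third, 15 min room-temperature incubation; finally, imaging at ex 480 nm/em 540 nm. Fluorescence normalized against the six-point fluorescein curve.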
Rhodamine autofl = compound fluoresces in the rhodamine spectral region; Rhodamine-region fluorescence, 547/598 nm, Tris buffer; stronger effect = higher value; max dye-equivalent concentration, M; 0.05% of 59,000 active; in the data active = max dye-equivalent concentration above about 11 nM; inconclusive = between about 1.1 nM and that limit
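Read-out is relative fluorescence at 547 nm excitation and 598 nm emission, expressed as dye-equivalent concentration using rhodamine standards on every plate. Each compound was profiled across a concentration series after 15 min in 100 mM Tris, pH 8.0.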
Casp1 inh = allosteric or competitive inhibitors of human caspase-1; Potency, µM (doses to about 57.5 µM), for the others: top-dose activity change, negative = inhibition, most hits filed as inhibitors; AID 900; Caspase-1 enzyme, Ac-WEHD-AFC fluorogenic rate; 0.03% of 75,000 active;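 note: potency is the fitted concentration of half-maximal effect; plate controls were vehicle for no effect and no substrate for full effect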
Target sequence (P29466 120-297 limits assumed): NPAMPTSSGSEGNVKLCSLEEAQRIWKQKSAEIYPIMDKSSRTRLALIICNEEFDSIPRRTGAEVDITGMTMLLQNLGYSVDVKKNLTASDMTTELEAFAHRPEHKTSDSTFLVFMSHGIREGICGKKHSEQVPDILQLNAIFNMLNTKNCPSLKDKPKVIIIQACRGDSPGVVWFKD
Target sequence (P29466 317-404 limits assumed): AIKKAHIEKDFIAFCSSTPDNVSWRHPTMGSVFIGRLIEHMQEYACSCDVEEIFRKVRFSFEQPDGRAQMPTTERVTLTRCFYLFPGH
TexasRed autofl = compound fluoresces in the Texas Red spectral region. 0.06% of 59,000 active. Compound fluorescence, Texas Red channel, 547/618 nm; stronger effect = higher value. max dye-equivalent concentration, M; in the data active = max dye-equivalent concentration above about 10 nM; inconclusive = between about 1.1 nM and that limit
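Pin-transferred compounds and Texas Red standards go into 100 mM Tris buffer, pH 8.0. After 15 min at room temperature, plates are imaged with 547/618 nm filters. Each value is a dye-equivalent concentration derived from the per-plate dye curve.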
FLuc inh = inhibitors of firefly luciferase | P08659 | purified firefly luciferase, luminescence, 8 min | Potency, µM (titrated, usually from 57.1 µM), for inactives: top-dose activity change, negative = inhibition, hits mostly inhibitors | 2.2% of 72,000 active | AID 411; note: potency is the fitted concentration of half-maximal effect; % is set by controls: 0 for no effect and ±100 for the full control effect; nearly all actives have a fitted effect of over 40% in size
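Luminescence read-out after 8 min at room temperature; enzyme reaction used luciferin plus 10 uM ATP (linear range) in imidazole buffer pH 7.2 with KCl, MgCl2, Tween 20 and BSA. Each sample was run as a titration.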
USP2a inh = USP2a (human) protease inhibition. USP2a enzymatic assay, qHTS inhibition. 0.1% of 60,000 active. Potency, µM (titrated, usually from 38.3 µM), for inactives: top-dose activity change, negative = inhibition, most hits filed as inhibitors. O75604;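 note: potency is the fitted concentration of half-maximal effect; nearly all actives have a fitted effect of over 60% in size; plate controls were DMSO for no effect and NEM full inhibition control for full effect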
Target sequence (O75604 whole entry, looked up): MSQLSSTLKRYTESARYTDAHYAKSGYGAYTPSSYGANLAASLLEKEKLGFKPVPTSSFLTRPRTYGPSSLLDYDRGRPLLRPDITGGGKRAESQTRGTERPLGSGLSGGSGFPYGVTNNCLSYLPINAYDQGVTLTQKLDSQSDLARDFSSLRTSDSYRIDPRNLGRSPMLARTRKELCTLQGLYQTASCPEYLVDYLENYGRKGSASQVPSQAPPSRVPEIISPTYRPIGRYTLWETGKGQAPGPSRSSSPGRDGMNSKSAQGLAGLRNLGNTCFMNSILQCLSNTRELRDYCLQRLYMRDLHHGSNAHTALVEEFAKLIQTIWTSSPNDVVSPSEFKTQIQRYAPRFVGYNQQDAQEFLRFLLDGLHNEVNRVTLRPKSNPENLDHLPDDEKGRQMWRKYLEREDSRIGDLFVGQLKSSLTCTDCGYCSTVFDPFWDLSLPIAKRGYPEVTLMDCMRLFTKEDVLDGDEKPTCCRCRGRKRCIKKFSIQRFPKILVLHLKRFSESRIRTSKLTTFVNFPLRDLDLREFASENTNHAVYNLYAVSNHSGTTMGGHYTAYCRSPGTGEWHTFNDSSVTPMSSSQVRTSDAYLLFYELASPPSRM
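USP2 core (20 nM final) was preincubated with compound for 30 min at RT in 20 mM Tris-HCl pH 8.0, 2 mM CaCl2, 2 mM beta-mercaptoethanol; Ub-PLA2 (20 nM) plus NBD C6-HPC (20 uM) then added, fluorescence read after 2.5 h.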
ERK AVP inh = vasopressin-driven ERK pathway inhibition; AID 995; Potency, µM (highest dose often 57.5 µM), for the others: at the top dose activity, negative = inhibition, hits mostly inhibitors; 0.99% of 72,000 active; HEK293-V1b, vasopressin-stimulated pERK AlphaScreen; note: potency is the fitted concentration of half-maximal effect; % is set by controls: 0 for no effect and ±100 for the full control effect; nearly all actives have a fitted effect of over 55% in size
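qHTS, compounds titrated on V1b-expressing HEK293 cells. Preincubation 30 min at 37C, vasopressin 25 nM for 5 min, lysis 10 min, bead incubation 5 hr at room temperature.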
Casp7 inh = caspase-7 (human) inhibition, allosteric or competitive; P55210; recombinant caspase-7, Ac-DEVD-AFC fluorescence rate; Potency, µM (top dose mostly 57.5 µM), without a hit: at the top dose activity change, negative = inhibition, usual class: inhibitors; 0.02% of 75,000 active; AID 889; active = well fitted inhibition curve with a large enough effect in the main read-out, with a control signal flat, not every such curve was filed as active; inconclusive = small, poorly fitted or top-dose-only effect, or a change in a side signal; note: potency is the fitted concentration of half-maximal effect; % of control where 0% means no effect
HADH2 inhib = inhibitors of human HADH2 dehydrogenase. Q99714. recombinant HADH2, NADH fluorescence, beta-hydroxybutyryl-CoA. Potency, µM (series often up to 57.1 µM), inactives show at the top dose activity change, negative = inhibition, actives largely listed as inhibitors. 3.4% of 73,000 active. AID 886; note: potency is the fitted concentration of half-maximal effect; % is set by controls: 0 for no effect and ±100 for the full control effect; nearly all actives have a fitted effect of over 60% in size; many of its hits are not listed in these tables
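Activity measured as NADH fluorescence gain (360/450 nm), taken as the change between first and last reads of a 4-min kinetic run. Conditions: pH 9.0 Tris buffer, 20 nM E. coli-expressed His-tagged enzyme, 1 mM NAD+, 90 uM beta-hydroxybutyryl-CoA; 15-min compound preincubation.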
Active calls of the source: *; i = inactive; ? = inconclusive; nt = not tested or not shown; [ ] = dose if it differs, or a comment. Unless noted, calls come from the whole dose curve; as a rule, active = well fitted curve in the direction sought with a large enough effect; inconclusive = small, poorly fitted or top-dose-only effect, or another doubt; inactive = no such curve, though single readings can be large; an effect the other way counts as inactive or inconclusive. These rows are one share of the data; count on the stated rates, not on these rows.

SMILES	Tau filament bind	HEK293 cAMP ctrl	Fluorescein autfl	Rhodamine autofl	Casp1 inh	TexasRed autofl	FLuc inh	USP2a inh	ERK AVP inh	Casp7 inh	HADH2 inhib
CCC1=[N+]([O-])C(C)(/C(C)=N\O)N(O)C1(C)C (configuration not stated)	1%	2%	i	i	1%	i	-1%	-5%	-1%	0%	8%
O=C(NCc1nc2ccccc2[nH]1)c1ccc(Cl)c(S(=O)(=O)N2CCCC2)c1	-8%	3%	?	i	-2%	i	-3%	25%	-24%	2%	9%
CCn1c(C)c(CCC(=O)O)c(=O)n2nc(-c3ccccc3OC)cc12	6%	1%	i	i	-1%	i	0%	-3%	22%	2%	25µM*
CCOC(=O)COc1ccc(-c2nnc(-c3ccccc3)o2)cc1	231%	23%	?	i	-2%	i	-10%	28%	9%	0%	155%[activator]
C=CCn1c(SCC(=O)c2ccccc2)nnc1-c1cc2ccccc2o1	96%	32µM*	i	i	-8%	?	-1%	3%	?	0%	-8%
CCOC(=O)C(CCOc1cccc(CC)c1)C(=O)OCC	-1%	?	nt	nt	-3%	nt	0%	-5%	80%[activator]	-1%	-5%
CS(=O)(=O)N(CC(=O)N1CCCCC1)C1CCCCC1	0%	6%	i	i	0%	i	3%	nt	-6%	2%	7%
O=C(NCc1cccs1)c1cnn2cccnc12	7%	0%	i	i	0%	?	1%	4%	-12%	1%	-24%
O=C(Nc1nccs1)C1C2/C=C\CCCCC21 (configuration not stated)	-5%	27%	i	i	-1%	i	-1%	7%	-9%	0%	-5%
O=C(NCCc1cccc(F)c1)[C@@H]1CSC2c3ccccc3C(=O)N21 (some centres not stated)	-3%	?	i	i	0%	?	3%	22%	7%	-4%	1%
OCC1(CO)COC2(CCCC2)N1	-3%	2%	i	i	-2%	?	0%	0%	-7%	-2%	-11%
CCc1nc(N)nc2c1C(=O)CC(C)(C)C2	16%[11.4 µM]	9%[11.4 µM]	nt	nt	-1%	nt	1%	7%[7.66 µM]	-24%	-2%	-1%[11.4 µM]
O=C(c1cc2ccccc2oc1=O)N(Cc1ccc2c(c1)OCO2)Cc1ccco1	-26%	?	i	i	-2%	i	4%	2%	?	-3%	2%
N#Cc1ccc(Oc2ccc(C(N)=O)cc2)cc1C#N	-16%	-4%	i	i	0%	i	3%	nt	5%	1%	-11%
Cc1c(C(=O)NN2CCOCC2)nn(-c2ccc(Cl)cc2Cl)c1-c1ccc(I)cc1	?	-1%	nt	nt	-3%	nt	-2%	nt	-4%	-4%	0%
CS(=O)(=O)N1CCC(C(=O)NCc2ccco2)CC1	5%	3%	?	i	-1%	i	1%	-6%	-13%	0%	-12%
COCCn1c(=O)c(C)nc2cnc(OC)nc21	2%	?	i	i	-2%	i	1%[11.4 µM]	-1%	1%	-6%	-20%
CCCCCCOC(=O)C(C#N)c1nc2ccccc2nc1N1CCCCC1 (configuration not stated)	-10%	15%	1e-08M*	i	-19%	i	4%	1%	-6%	-19%	1%
Cc1cc(C)cc(NC(=O)NCc2nnc(SCc3ccccc3)n2C)c1	-7%	9%	i	i	-3%	i	0%	22%	4%	-2%	6%
COC(=O)N1CCC2(CC1)CCN(c1ccccn1)CC2	6%	?	i	i	-1%	i	0%[11.4 µM]	13%	-3%	-1%	2%
O=C(Cn1nc(C(F)(F)F)c2c1CCCC2)NCCN1CCOCC1	2%	4%	i	i	-7%	i	5%	21%	15%	-5%	-10%
CN(C)CC(CN(C)C)c1ccccn1	0%[11.4 µM]	2%[11.4 µM]	?	i	-3%[11.5 µM]	i	2%[11.4 µM]	nt	-26%[11.5 µM]	-1%[11.5 µM]	2%[11.4 µM]
O=C(CSc1nnc2ccccn12)c1ccccc1	-4%	22%	nt	nt	-3%	nt	-15%	nt	10%	0%	-19%
N#Cc1c(-c2ccccc2)nc(N2CCCCCC2)[nH]c1=O	-8%	9%	i	i	0%	?	2%	3%	0%	-2%	3%
CN(Cc1ccccc1)C(=O)c1cccc(NC(=O)c2ccco2)c1	6%	4%	i	i	-2%	i	0%	6%	-16%	-2%	6%
O=C(CSc1nnnn1C1CC2CCC1C2)Nc1ccnc2ccccc12 (configuration not stated)	8%	?	i	i	-3%	i	0%	50%[activator]	?	-2%	7%
CC(C)S	-9%	12%	nt	nt	0%	nt	nt	nt	3%	1%	-2%
COc1ccc(Cn2nnnc2C(c2cc3cc(C)cc(C)c3[nH]c2=O)N2CCOCC2)cc1 (configuration not stated)	-1%	9%	i	i	2%	i	-1%	18%	10%	-1%	?
COc1ccc(C(=O)N2CCC(C(=O)Nc3ccc(OC)c(OC)c3)CC2)cc1	0%	3%	nt	nt	-1%	nt	-5%	6%	-10%	-1%	0%
Cc1ccc(NC(=O)CSc2nnc(-c3ccncc3)n2N)cc1C	-11%	-12%	i	i	1%	i	-3%	11%	3%	0%	7%
O=C(NCCOc1ccccc1)c1n[nH]c(=O)c2ccccc12	0%	4%	i	i	0%	i	-2%	2%	-14%	0%	10%
c1ccc(-c2nnc(CSc3nnc(-c4ccncc4)n3Cc3ccco3)o2)cc1	12%	9%	?	i	0%	i	2%	-3%	5%	0%	1%
COc1ccccc1N1CCN(C(=O)c2cc(-c3ccc(Br)cc3)on2)CC1	110%	4%	nt	nt	-6%	nt	2%	nt	nt	-2%	4%
NCCc1nnc(SCc2ccccc2)o1	-6%	3%	?	i	1%	i	1%	-5%	4%	-2%	1%
CC(=O)NCCOc1c(C)cc(S(N)(=O)=O)cc1C	-1%	5%	nt	nt	0%	nt	0%	-1%	-12%	1%	5%
Cc1ccc(CNc2ccc3c(c2)ncn3C)cc1	-10%	-10%	?	i	0%	i	-16%	7%	-22%	1%	-12%
Cc1ccc(NC(=O)c2cccc(N(C)C)c2)cc1NC(=O)c1ccc(O)cc1	?	1%	nt	nt	2%	nt	0%	nt	-23%	-1%	-1%
CCOc1ccccc1NC(=O)CCC(=O)Nc1ccc2nc(N3CCN(C)CC3)cc(C)c2c1	38%	-11%	i	i	3%	?	?	38%[activator]	24%	-1%	?
Cc1cc(-n2c(C)cc(C(=O)CSc3nc4ccccc4c(=O)n3Cc3ccco3)c2C)no1	-14%	?	i	i	-2%	i	1%	43%[activator]	-10%	-2%	7%
CCc1ncc(CO)n1Cc1cccc2ccccc12	0%[11.4 µM]	10%[11.4 µM]	i	i	3%[11.5 µM]	i	4%[11.4 µM]	nt	12%[11.5 µM]	3%[11.5 µM]	10%[11.4 µM]

Compound profiles (already shown). Screens in order: Tau filament bind | HEK293 cAMP ctrl | Fluorescein autfl | Rhodamine autofl | Casp1 inh | TexasRed autofl | FLuc inh | USP2a inh | ERK AVP inh | Casp7 inh | HADH2 inhib
N#Cc1c(-c2ccccc2)nc(N2CCCCCC2)[nH]c1=O is listed as -8% | 9% | i | i | 0% | ? | 2% | 3% | 0% | -2% | 3%
NCCc1nnc(SCc2ccccc2)o1 is listed as -6% | 3% | ? | i | 1% | i | 1% | -5% | 4% | -2% | 1%
COc1ccc(C(=O)N2CCC(C(=O)Nc3ccc(OC)c(OC)c3)CC2)cc1 is listed as 0% | 3% | nt | nt | -1% | nt | -5% | 6% | -10% | -1% | 0%
Cc1ccc(NC(=O)c2cccc(N(C)C)c2)cc1NC(=O)c1ccc(O)cc1 is listed as ? | 1% | nt | nt | 2% | nt | 0% | nt | -23% | -1% | -1%
O=C(CSc1nnnn1C1CC2CCC1C2)Nc1ccnc2ccccc12 (configuration not stated) is listed as 8% | ? | i | i | -3% | i | 0% | 50%[activator] | ? | -2% | 7%

More entries.
SMILES	Tau filament bind	HEK293 cAMP ctrl	Fluorescein autfl	Rhodamine autofl	Casp1 inh	TexasRed autofl	FLuc inh	USP2a inh	ERK AVP inh	Casp7 inh	HADH2 inhib
CCCn1c(N)c(C(=O)CSc2nnc(Cc3ccccc3)o2)c(=O)n(C)c1=O	-10%	-12%	?	i	0%	i	1%	12%	?	0%	3%
O=c1[nH]c(CSc2ncc(-c3ccc(F)cc3)n2Cc2ccco2)nc2ccccc12	3%	?	i	i	-8%	i	3%	25%	-8%	1%	-7%
CCOc1ccc(N(CC(=O)OC)S(=O)(=O)c2c(C)noc2C)cc1	-7%	?	nt	nt	1%	nt	5%	nt	8%	0%	-1%
COc1ccc(-c2cc(C(F)(F)F)nc(SCC(N)=O)n2)cc1	1%	1%	?	i	-2%	i	1%	nt	?	3%	32µM*
c1ccc2sc(SCSc3nc4ccccc4s3)nc2c1	-2%[11.4 µM]	20%[11.4 µM]	i	i	-3%[11.5 µM]	i	2%[11.4 µM]	nt	54%[activator][11.5 µM]	4%[11.5 µM]	7%[11.4 µM]

Compound activity deposited in PubChem by National Center for Advancing Translational Sciences (NCATS).
